High-throughput results as filed in PubChem BioAssay.
PAX8 reporter = inhibitors of PAX8 transcriptional activity in RMG-I cells; AID 652154; 360,000 compounds, 1.2% hits; inhibition, % at 12.6 µM; RMG-I TPO-luciferase reporter, SteadyGlo, 24 h;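 active means mean replicate inhibition at least 60% with every replicate also reaching 60%; inconclusive means only one of the two criteria is met; inactive means mean below 60% and not all replicates reaching 60%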;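 further: luciferase light reporting Pax8 driven TPO promoter activity; plate controls were median of neutral control wells for no effect and mitoxantrone controls for full effect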
FN deposition inh = fibronectin deposition inhibition. AH1F fibroblasts, Alexa488-fibronectin deposition fluorescence, overnight. inhibition, % at 12.6 µM. 350,000 compounds, 0.086% hits. AID 743247;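 active means mean inhibition across replicates of 30% or more, regardless of how many single replicates reach that level; inconclusive means mean under 30% yet at least half of replicates reach 30%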;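 further: positive control wells lacked labelled fibronectin entirely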
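Test system: AH1F fibroblast monolayer depositing Alexa488-labelled fibronectin into matrix. Input: 10000 cells per well. Technique: fluorescence, ex 485 nm, em 525 nm. Buffer or medium: DMEM plus 2% serum, read in PBS. Timing: 1 h cell adhesion before compound, then overnight fibronectin incubation. Compound: single dose, pinned. Read-out basis: inhibition from reduced deposited-fibronectin fluorescence.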
CFTR F508del cor = CFTR F508del correction in bronchial cells. activity (quench increase), % at 7.58 µM. CFBE cells, YFP halide quenching; stimulated with forskolin plus potentiator P3; % fluorescence drop versus neutral controls. AID 720511. 350,000 compounds, 0.36% hits;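 active means mean added fluorescence quench of at least 8% versus neutral control, with both replicates also reaching 8%; inconclusive means only one of the mean or replicate conditions met; inactive means mean below 8% and not both replicates reaching 8%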;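 further: cells transiently co-express mutant CFTR-F508del with the halide-sensitive YFP; corrector assay measuring rescue of mutant channel to the surface after 24 h compound exposure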
miR-122 sensor = miR-122 inhibition in Huh7 cells. Huh7 miR-122 Renilla luciferase sensor, 48 h; neutral wells = 0, positive control = 100. 340,000 compounds, 0.3% hits. AID 602342. activation (reporter increase), % at 12.5 µM;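 active means mean replicate activation score at least 90 and every replicate individually at or above 90; inconclusive means only one of the two criteria met; inactive means neither criterion met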;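 further: higher luciferase means less miR-122 activity so hits act as miR-122 inhibitors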
DENV2 CPE rescue = inhibitors of DENV2 cytopathic effect. DENV2-infected cells, cytopathic effect rescue, plate reader. CPE inhibition, % at 9.99 µM. 350,000 compounds, 1.7% hits. AID 651640; in the data active means CPE inhibition above about 20%, passing the limit was not always enough; inconclusive means no clear call, values can overlap the other calls; tested in BHK-21 cells;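 further: 0% = median of neutral control wells and 100% = median of positive control wells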
EWS-Fli block = EWS/Fli transcriptional activity inhibition; A673 NR0B1-luciferase reporter, viability-normalised; inhibition, % at 12.6 µM; 350,000 compounds, 0.67% hits;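 active means mean inhibition of at least 50% after viability correction, with every replicate also passing that limit; inconclusive means mean reaches 50% but only one of two replicates passes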;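 further: firefly luciferase signal divided by Alamar Blue viability fluorescence both relative to DMSO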
INS-1E GSIS act = primary screen for activators of insulin secretion dependent on glucose, INS-1E cells, GLuc reporter luminescence; INS-1E GLuc reporter insulin secretion, 2-3 h; activation, % at 16.6 µM; 370,000 compounds, 0.61% hits;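 active means lowest replicate activation of at least 40%, so every replicate reaches that level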;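 further: 0% = median of neutral control wells and 100% = median of IBMX positive control wells; some compounds called inactive have numbers as strong as hits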
The depositor's hits bear a star; ? = inconclusive; . = no result given; & = joins results of further samples; [ ] = remark or other dose.

SMILES	PAX8 reporter	FN deposition inh	CFTR F508del cor	miR-122 sensor	DENV2 CPE rescue	EWS-Fli block	INS-1E GSIS act
C[C@@H]1CN([C@@H](C)CO)C(=O)c2cccc(NC(=O)CCCCCC(=O)Nc3ccccc3N)c2O[C@H]1CN(C)S(=O)(=O)c1ccc(Cl)cc1	.	-14	-1.2	5[16.7 µM]	11	14	8
CCN(C(=O)COC(=O)c1cncc(Br)c1)C1CCS(=O)(=O)C1 (stereo not given)	11	.	1.1	.	-2	2	10
Cc1ccc(S(=O)(=O)CCC(=O)OCC(=O)N2CCN(c3ccccc3)CC2)cc1	-10	-2	-4.4	.	-7	-3	-16
Cc1ccc(S(=O)(=O)NCc2ccc(C(=O)NCCc3ccc(S(N)(=O)=O)cc3)cc2)cc1	7	-3	0.1	-11	-3	5	-2
O=C(N/N=C/c1cccc(Cl)c1)C1CCCC1	-116	0	-0.2	1	?	.	28
CCOc1cc(N2CCOCC2)c(OCC)cc1NC(=O)CN1CCSC1=O	6	1	-0.1	0	17	-6	11
CCOC(=O)c1cc2c(=O)n3ccccc3nc2n(CCOC)c1=NC(=O)C(C)(C)C	14	6	.	-1	.	.	.
O=C(CSCc1nc2c(nnn2Cc2ccc(F)cc2)c(=O)[nH]1)Nc1cccc(C(F)(F)F)c1	-2	5	-2.8	-5	8	-13	-46
O=[N+]([O-])c1cc(Cl)ccc1N1CCCCC1	7	-5	-0.4	.	3	3	7
CC(C)(C)c1csc(NC(=O)CSc2nc3ccccc3c(=O)[nH]2)n1	.	-4	.	2	.	.	-16
COc1cc(NC(=O)Cn2cnc3ccccc3c2=O)c(OC)cc1Cl	11	2	.	-9	3	17	3
COc1cc(CN2CC(=O)N(c3ccc(C)c(Cl)c3)C2=S)cc(OC)c1OC	25	1	3.5	.	3	5	-10
COC(=O)c1cc2c(cc1N)OCCO2	-27	-10	5.4	.	.	-18	3
CN1C[C@@H]2[C@H](c3ccccc31)[C@H](CO)N2C(=O)C1CCCC1	-25	-2	2.9	-20[16.7 µM]	.	-12	-3
Cc1occc1C(=O)N(C)CC1CCCN(CCc2ccc(Cl)cc2)C1 (stereo not given)	-1	-7	2.3	0	4	1	13
CC(C)NC(=O)N1C[C@@H]2[C@H](c3ccccc31)[C@@H](CO)N2Cc1ccc(Cl)cc1	19	.	1.2	4[16.7 µM]	47*	15	6
CC(=O)c1cccc(NC(=O)C2CCCCC2)c1	-9	-8	.	2	.	.	.
CN(C)c1ccc(C(=O)OCC(=O)N2CCOCC2)cc1	-25	-7	-0.8	.	-5	-13	2
O=C(Nc1ccc(F)cc1)OCCOc1ccc([N+](=O)[O-])cc1	5	6	-2.8	-6	15	-11	-23
CC1(C)Cc2c(cnn2-c2ccc(F)cc2)C(NC(=O)c2ccoc2)C1 (stereo not given)	-12	-8	-0.4	-3	5	.	-12
O=C(N/N=C/C1CCCCC1)c1ccccn1	-21	-1	.	-9	.	.	.
Cc1cccc(C)c1OCC(O)CN1CCN(c2ccccn2)CC1 (stereo not given)	14	-7	0.9	-3	.	5	21
Cc1nn(C)c(C)c1CNC(=O)c1nn2c(c1Cl)NC(c1cccs1)CC2C(F)(F)F (stereo not given)	.	.	0.4	.	5	-5	2
CO[C@@H]1CN(C)C(=O)c2ccc(NC(C)=O)cc2OC[C@@H](C)N(C(=O)c2ccncc2)C[C@H]1C	.	-5	2.3	-3[16.7 µM]	1	8	10
CN(C)C(=O)c1ccc(-c2ccc3c(c2)[C@@H]2[C@@H](CCN2C(=O)C2CCC2)[C@H](CO)N3C)cc1	29	2	-0.5	27[16.7 µM]	-17	-6	-6
C/C=C/c1ccc([C@@H]2[C@@H](CO)N(C(=O)C3CC3)C23CN(C(=O)NC(C)C)C3)cc1	.	-1	2.0	.	17	-10	1
Cc1ccccc1N=Nc1c(N)n[nH]c1N	-15	1	-5.0	10	-4	-15	5
CCSc1nnc(NC(=O)CSc2nc3c(c(=O)n2CCOC)SC(C)C3)s1 (stereo not given)	-6	-1	-1.3	-2	-2	1	-16
O=C(NCc1nc2ccccc2[nH]1)C1=C[C@H](c2ccc(C(F)(F)F)cc2)C[C@H](OCc2ccc(CO)cc2)O1	25	9	0.1	-2	-5	8	-19
Cc1ccc(NC(=S)N(Cc2ccc(Br)cc2)Cc2ccc(C(=O)O)cc2)cc1C	-11	-6	-2.2	.	2	0	12
CC(=O)Nc1ccc(NC(=O)COc2cccc3ccccc23)cc1	-3	.	-3.6	10	-3	-10	1
CC(C)CC(=O)Nc1ccc(C(=O)COC(=O)C2CCC2)cc1	12	7	1.7	2	3	4	3
COc1ccc(CN(C)C(=O)COC(=O)c2c(-c3ccccc3Cl)noc2C)cc1	-6	.	-0.7	-9	-2	6	-14
CC(=O)N(C)C[C@@H]1Oc2cc(C#Cc3ccccc3F)ccc2S(=O)(=O)N([C@H](C)CO)C[C@@H]1C	.	-4	1.8	0[16.7 µM]	4	-4	-16
O=C(COC(=O)c1ccc(Cl)nc1)NCCNC(=O)COC(=O)c1ccc(Cl)nc1	-5	4	-0.6	-3	-7	2	16
Cc1c(NC(=O)c2ccc(-c3cccc([N+](=O)[O-])c3)o2)c(=O)n(-c2ccccc2)n1C	-17	6	1.4	.	-4	-1	-11
Cc1ccc2nc(-c3ccccc3)c(CC3CCCCC3)n2c1	-110	-6	-0.2	4	3	-67	2
CC(=O)N1CC=CC1(CC(C)C)C(=O)NCCc1c[nH]c2ccccc12 (stereo not given)	7	-62	1.6	.	-12	-5	9
CC(Cn1cncn1)NC(=O)c1cc(COc2cccc(C(F)(F)F)c2)on1 (stereo not given)	1	1	-2.4	-6	16	-28	18
Cc1nc(C(=O)NCCC(C)C)sc1C1(C)CC(c2cccc([N+](=O)[O-])c2)=NO1 (stereo not given)	7	10	0.0	.	-1	5	.
CCc1nn(CC(=O)Nc2ccc(Br)c(C)c2)c(=N)s1	8	-2	1.4	-2	-1	4	-2
O=C(Nc1ccc(F)c(Cl)c1)c1ccc2sc([C@@H]3O[C@H](CO)[C@H](O)[C@H](O)[C@H]3O)nc2c1	-49	-7	0.0	-4	-1	-40	-11
Cc1n[nH]c(C)c1CCN(C)C(=O)C1CCC(=O)N(CC2CCCCC2)C1 (stereo not given)	2	.	-1.3	-1	?	11	5
COc1ccc(N(C(=O)CCC(=O)Nc2cc(C)on2)C(C(=O)NC2CCCC2)c2ccco2)cc1 (stereo not given)	4	-21	-1.1	.	6	4	-16
COc1ccc(CNC(=O)COc2ccc(Br)c(C)c2)cc1	7	2	-2.3	.	-5	-15	8
C[C@H](CO)N1C[C@H](C)[C@@H](CN(C)C(=O)c2ccccc2)OCCCC[C@H](C)Oc2ccc(NC(=O)NC3CCCCC3)cc2C1=O	-36	-2	-0.5	0[16.7 µM]	10	1	-27
COc1ccc(/C(N)=N/OC(=O)Cc2ccc(C)cc2)cc1	-61	-7	1.5	.	4	-44	-3
COc1cc(C)c(S(=O)(=O)NCc2ccc3c(c2)OCO3)cc1C	-12	5	-0.8	53	4	-4	-1
COC(=O)c1ccccc1NC(=O)CN(c1c(C)cccc1C)S(C)(=O)=O	-5	-1	-0.3	13	-12	5	15
COc1ccc(C[C@H]2CCn3cc(nn3)COC[C@@H](CC(C)C)NC2=O)cc1	0	2	.	.	3	2	19
O=C(Nc1ncc(S(=O)(=O)c2ccc([N+](=O)[O-])cc2)s1)c1ccccc1F	22	-2	0.3	-1	8	18	18
Cc1c(C)c(C)c(S(=O)(=O)N2CCNCC2)c(C)c1C	-11	11	-2.1	.	?	9	-14
CCOC(=O)c1sc(=NC(=O)c2ccc(Br)cc2)n(C)c1C	-1	2	-3.7	6	-6	-13	.
CCOC(=O)c1c(NC(=O)CCN2C(=O)c3cccc([N+](=O)[O-])c3C2=O)sc(C(=O)OC(C)C)c1C	11	7	.	-2	.	.	-3
CC1(C)Cc2c(sc3nc(N/N=C/c4ccccc4)[nH]c(=O)c23)CO1	35	1	.	.	-7	-21	-6
O=C(COC(=O)c1ccc(Cl)nc1)NCc1ccc(F)cc1	-7	2	-0.3	-5	-4	-6	.
Cc1cccc2cc(C#N)c(NCCNC(=O)COc3ccccc3)nc12	0	13	-3.7	.	1	6	-2
CCOc1ccc(NC(=O)CN(C)C(=O)c2cc(S(=O)(=O)N3CCCCC3)ccc2C)cc1OCC	0	.	0.1	0	-4	9	-8
Cc1cccc(/C=N\NC(=O)c2ccccc2-n2cccc2)c1	-6	-4	-2.2	.	1	-4	8
COc1ccc(S(=O)(=O)Nc2ccc3c(c2)CC(=O)N([C@H](C)CO)C[C@@H](C)[C@H](CN(C)Cc2ccccc2)O3)cc1	-6	.	-1.2	1[16.7 µM]	-8	1	-20

Going on with the list.
SMILES	PAX8 reporter	FN deposition inh	CFTR F508del cor	miR-122 sensor	DENV2 CPE rescue	EWS-Fli block	INS-1E GSIS act
COc1ccc(NC(=S)N(CCC(C)C)C2CCN(C(C)=O)CC2)cc1	-2	5	-1.2	.	8	6	2
COC(=O)c1ccc[n+](CC(=O)Nc2ccc(OC(F)F)cc2)c1	6	-5	2.4	.	.	28	-8
CCOC(=O)/C(=C/c1cn(C)c2ccccc12)NC(=O)c1ccccc1	-7	0	-3.9	.	-2	9	-1
COCC(=O)N1CC2(C1)[C@@H](c1ccccc1)[C@@H](CO)N2C(=O)c1ccccc1	.	.	-1.8	.	27*	.	13
O=C(CSc1nnc(-c2cccnc2)o1)Nc1ccc(Cl)cc1	-20	.	-0.7	.	6	-9	7
COC(=O)C[C@@H]1C[C@H]2c3cc(NS(C)(=O)=O)ccc3O[C@H]2[C@H](CO)O1	-4	16	-1.1&-0.1	-2	3&-3	9	22
COc1ccc(N2CCN(C(c3nnnn3C3CCCC3)C(C)C)CC2)cc1 (stereo not given)	5	3	4.1	-1	9	1	19
CCN(CC)C(=O)N1CCN(S(=O)(=O)c2c(C)cc(C)cc2C)CC1	-1	11	1.6	-3	3	23	-6
C[C@@H]1CN([C@H](C)CO)C(=O)c2c(c3ccccc3n2C)-c2ccccc2CO[C@H]1CN(C)C(=O)Nc1ccccc1C(F)(F)F	11	0	4.4	.	-11	13	8
CCN(CC)c1ccc(NC(=O)c2cc3c(OC)cccc3[nH]2)cc1	-19	7	0.7	-11	2	-20	-12
O=C(CC1C(=O)NCCN1Cc1c(F)cccc1Cl)NCCCOc1cccnc1 (stereo not given)	11	10	1.4	3	-1	-4	7
Cc1cccc(-c2nsc(SCC(=O)Nc3ccc4c(c3)OCO4)n2)c1	-86	-4	.	.	.	.	-20
Cc1cccc(OCc2nnc(SC(C)C(=O)O)n2Cc2ccccc2)c1 (stereo not given)	18	-5	1.3	-10	-4	-2	8
O=C(NC1CCC1)[C@H]1[C@H](CO)[C@H]2Cn3c(ccc(-c4ccccc4)c3=O)[C@@H]1N2	.	.	-0.8	-3[16.7 µM]	4	8	4
